# RGS4 inh: blocks human RGS4-accelerated GTP hydrolysis. P49798. Transcreener GDP fluorescence polarization, RGS4-accelerated GTP hydrolysis. Potency, µM (series often up to 114 µM), without a hit: top-dose activity change, negative = inhibition, usual class: inhibitors. 390,000 compounds, 0.039% hits. AID 504845; further: potency means the concentration at half of the fitted maximal effect; on the % scale 0 is the no-effect control and ±100 the full control effect; nearly all actives have a fitted effect of over 75% in size; some results filed as inactive show a strong effect at the top dose
#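 MLSMR compounds (23 nl, pin-transferred) preincubated 10 min at room temperature with a 500nM (2x) first reagent, then RGS4 at 900nM (2x) plus Transcreener GDP mix added; fluorescence polarization (620/688 nm) read before and after 90 min at 30 °C.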
# Vif-APOBEC3G blk: Vif-A3G binding inhibition; Potency, µM (titrated, usually from 46.1 µM), inactives show at the highest dose activity, negative = active, hits mostly inhibitors; 410,000 compounds, 0.076% hits; HeLa A3G-eYFP + Vif (tagged APOBEC3G with the HIV-1 protein that degrades it), YFP fluorescence, overnight;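 further: potency means the concentration at half of the fitted maximal effect; on the % scale 0 is the no-effect control and ±100 the full control effect; nearly all actives have a fitted effect of over 60% in size; hits raise eYFP signal because A3G escapes Vif-driven loss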
# Target sequence (Q9HC16 whole entry, looked up): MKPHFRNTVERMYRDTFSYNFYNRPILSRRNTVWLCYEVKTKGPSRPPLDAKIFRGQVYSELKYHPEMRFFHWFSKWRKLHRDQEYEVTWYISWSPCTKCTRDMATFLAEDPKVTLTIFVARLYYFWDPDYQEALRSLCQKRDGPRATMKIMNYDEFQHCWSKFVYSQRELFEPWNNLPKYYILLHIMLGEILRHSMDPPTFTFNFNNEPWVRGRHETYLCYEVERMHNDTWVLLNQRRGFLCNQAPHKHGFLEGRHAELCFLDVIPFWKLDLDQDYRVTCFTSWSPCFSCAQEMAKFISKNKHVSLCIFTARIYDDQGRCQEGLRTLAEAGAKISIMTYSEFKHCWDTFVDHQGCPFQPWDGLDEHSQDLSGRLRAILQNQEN
#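 HeLa cells stably expressing Vif and C-terminally eYFP-tagged A3G, seeded overnight at 37 deg C, then exposed to compound by pintool overnight at 37 deg C. Rise in yellow fluorescence (Ex 488/Em 500-530, Acumen) marks blocked Vif-driven A3G degradation.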
# LDHA inh: blocks human lactate dehydrogenase A; P00338; purified LDHA, NADH/diaphorase-resazurin fluorescence; hits give low values; activity change, % (values are at about 110 or 230 µM); 480,000 compounds, 0.15% hits; in the data active means activity change below about -30%; inconclusive means mostly about -25% to -30%;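 further: plate controls were DMSO wells for no effect and wells without enzyme for full effect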
#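 Remaining NADH was detected by diaphorase (0.133 mg/mL) converting 37 µM resazurin to fluorescent resorufin, read at 0 and 20 minutes. The preceding 5-minute room-temperature reaction used 2 nM LDHA, 0.2 mM sodium pyruvate and 0.06 mM NADH at pH 7.4.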
# D2 antag: antagonizes the human D2 dopamine receptor | HEK293 TREx D2 cells, calcium flux, dopamine EC80 | inhibition, % at 10 µM | 340,000 compounds, 2% hits; in the data active means inhibition above about 30%; further: 0% is about no effect
#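 Read-out: kinetic calcium fluorescence (1 cycle/s) in inducible HEK293 T-REx D2 cells after an EC80 dopamine addition that followed 180 s compound preincubation. Loss of the dopamine response indicates antagonism.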
# D2 ag: activates the human D2 dopamine receptor | P14416 | HEK293 T-REx D2 cells, calcium flux agonist mode | activation, % at 2 µM | 340,000 compounds, 0.53% hits | AID 485358;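 active means activation over 3 SD above normal in the single-dose calcium agonist read, cut at about 30% in these data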; further: 0% is about no effect
#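 Tetracycline-induced HEK293 T-REx cells with force-coupled D2 receptor, plated overnight at 30 C, loaded with no-wash calcium dye. After a 10 s baseline, compound was pin-added and calcium flux read kinetically for 180 s; calcium rises flagged agonists.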
# Glioma ERSR ind: inducers of ER stress response in human glioma cells; Potency, µM, for the others: at the highest dose activation, usual class: activators; 420,000 compounds, 0.02% hits; U87-MG GRP78 promoter luciferase reporter, 16 h; further: potency means the concentration at half of the fitted maximal effect; series mostly up to about 76 µM; % of control where 0% means no effect; nearly all actives have a fitted effect of over 35% in size
#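 Stably transfected U87-MG human glioma cells carrying a GRP78-based luminescent sensor were seeded at 1000 cells/well, pin-dosed with compounds and incubated 16 h. Luciferase reagent was then added, and end-point luminescence was read after 10 min at room temperature.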
# 12-LOX inh: inhibitors of human 12S-lipoxygenase ALOX12. Potency, µM (highest dose often 108 µM), for inactives: top-dose activity change, negative = inhibition, most hits filed as inhibitors. P18054. AID 1671190. purified 12hLO, xylenol orange hydroperoxide absorbance. 580,000 compounds, 1.1% hits; further: potency means the concentration at half of the fitted maximal effect; on the % scale 0 is the no-effect control and ±100 the full control effect
# Target sequence (P18054 whole entry, looked up): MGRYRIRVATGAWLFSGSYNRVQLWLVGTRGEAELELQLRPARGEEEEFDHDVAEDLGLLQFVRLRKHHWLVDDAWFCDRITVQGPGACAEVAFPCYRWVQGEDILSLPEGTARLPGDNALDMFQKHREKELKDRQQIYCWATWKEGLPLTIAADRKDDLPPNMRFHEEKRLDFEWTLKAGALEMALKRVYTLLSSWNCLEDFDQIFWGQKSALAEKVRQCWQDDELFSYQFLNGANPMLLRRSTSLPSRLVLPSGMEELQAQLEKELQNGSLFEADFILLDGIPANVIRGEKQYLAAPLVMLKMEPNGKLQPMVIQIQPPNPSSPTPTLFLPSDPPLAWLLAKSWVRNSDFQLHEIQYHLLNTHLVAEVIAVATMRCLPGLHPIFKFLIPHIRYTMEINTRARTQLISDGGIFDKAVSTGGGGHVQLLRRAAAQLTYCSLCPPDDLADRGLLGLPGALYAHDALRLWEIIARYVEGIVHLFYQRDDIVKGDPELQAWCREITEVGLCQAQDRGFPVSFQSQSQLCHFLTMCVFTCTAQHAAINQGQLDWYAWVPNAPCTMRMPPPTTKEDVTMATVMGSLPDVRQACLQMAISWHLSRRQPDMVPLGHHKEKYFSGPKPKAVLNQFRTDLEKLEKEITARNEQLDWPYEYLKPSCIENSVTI
#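 Purified human 12hLO at 150 nM in 25 mM Hepes, 0.01% Triton X-100, pH 7.0, preincubated 15 min at room temperature with compound. Reaction started with 40 uM arachidonic acid, 30 min at room temperature. Hydroperoxide measured by Fe-xylenol orange, 573/405 nm absorbance ratio.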
# Vif-APOBEC3F blk: inhibitors of Vif-A3F interaction | 390,000 compounds, 0.2% hits | Potency, µM (top dose mostly 46.1 µM), without a hit: at the top dose activity, negative = active | HeLa A3F-eYFP + Vif (tagged APOBEC3F with the HIV-1 protein that degrades it), YFP fluorescence increase; further: potency means the concentration at half of the fitted maximal effect; % of control where 0% means no effect; nearly all actives have a fitted effect of over 65% in size
#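 HeLa cells stably expressing Vif plus C-terminally eYFP-tagged A3F were seeded, incubated overnight at 37 deg C, dosed with compound, incubated overnight again at 37 deg C. Yellow fluorescence (Ex 488/Em 500-530) reported blocked Vif-mediated A3F-eYFP degradation.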
# ERG Ets-DNA blk: blocks human ERG Ets domain binding to DNA. Potency, µM (doses to about 76.9 µM), without a hit: at the top dose FP activity, negative = inhibition, actives largely listed as inhibitors. AID 624246. fluorescence polarization, His-ERG Ets domain / labelled DNA. 370,000 compounds, 0.028% hits; active means well fitted inhibition curve with a large enough effect in the polarisation, with a control signal flat; inconclusive means small, poorly fitted or top-dose-only effect, or effect the other way, or a change in a side signal; inactive means no such curve, though single readings can be large or run the other way; the % refers to the polarisation;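 further: polarization taken with two DNA probes labelled with fluorescein and Texas red; potency means the concentration at half of the fitted maximal effect; % of control where 0% means no effect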
#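 His-tagged ERG Ets domain (1 uM in the protein solution; 300mM KCl, 50mM Tris-HCl, 1mM EDTA, 1mM DTT, pH 7.5) received compound, then a probe mix of 5 nM fluorescein-DNA and 100nM Texas-615-DNA. Fluorescence polarization was read for both dyes.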
# The depositor's hits bear a star; ? = inconclusive; . = no result given; & = joins results of further samples; [ ] = another dose, or the depositor's remark. Unless noted, the call rests on the fitted dose curve; in most records, active means well fitted curve in the direction sought with a large enough effect; inconclusive means small, poorly fitted or top-dose-only effect, or another doubt; inactive means no such curve, though single readings can be large; an effect the other way counts as inactive or inconclusive.
# Start of the data: the first 4 entries as a preview:
structure,Vif-APOBEC3F blk,D2 ag,Vif-APOBEC3G blk,LDHA inh,12-LOX inh,Glioma ERSR ind,RGS4 inh,D2 antag,ERG Ets-DNA blk
COc1ccccc1NS(=O)(=O)c1ccc2[nH]c(=S)oc2c1,-9%,.,-1%,-5,?,-4%,-16%,.,7%
COc1ccccc1-c1nn(Cc2ccccc2)cc1C(=O)NCC(c1ccco1)N1CCCC1 (centres undefined),4%,-0.7,-17%,-1,25%,-5%,-26%,-11,-1%
Cc1ccccc1N1CCN(Cc2nc(Cc3ccccc3F)no2)CC1,-3%,-1.4,-1%,-2,0%,-1%,7%,15,-4%
CC1CCN(CCCNC(=O)c2ccc(CS(=O)(=O)Cc3ccc(Cl)cc3)o2)CC1,9%,0.8,-6%,-6,-6%,-5%,18%,10,12%

# All compounds of this part, repeating the preview:
structure,Vif-APOBEC3F blk,D2 ag,Vif-APOBEC3G blk,LDHA inh,12-LOX inh,Glioma ERSR ind,RGS4 inh,D2 antag,ERG Ets-DNA blk
COc1ccccc1NS(=O)(=O)c1ccc2[nH]c(=S)oc2c1,-9%,.,-1%,-5,?,-4%,-16%,.,7%
COc1ccccc1-c1nn(Cc2ccccc2)cc1C(=O)NCC(c1ccco1)N1CCCC1 (centres undefined),4%,-0.7,-17%,-1,25%,-5%,-26%,-11,-1%
Cc1ccccc1N1CCN(Cc2nc(Cc3ccccc3F)no2)CC1,-3%,-1.4,-1%,-2,0%,-1%,7%,15,-4%
CC1CCN(CCCNC(=O)c2ccc(CS(=O)(=O)Cc3ccc(Cl)cc3)o2)CC1,9%,0.8,-6%,-6,-6%,-5%,18%,10,12%
S=c1[nH]nc(-c2ccc(Br)cc2)n1-c1ccc(Br)cc1,-4%,-1.5,-5%,-8,?,-1%,-42%,14,3%
COc1ccc2c(c1)c(/C=C/c1cc[n+](C)cc1)cn2C,?,9.8,?,9,50µM*,-1%,-35%,-25,7%
CC(C)C(=O)Nc1ccc(NC(=O)c2ccccn2)cn1,7%,0.2,-1%,-3,0%,-15%,-15%,17,-7%
Cn1nc(C(C)(C)C)cc1NC(=O)Nc1ccc(Cl)cc1,1%,1.2,0%,-3,40%[activator],-1%,-9%,15,1%
O=C(Nc1ccc(Br)cn1)c1ccc(COc2c(F)c(F)cc(F)c2F)o1,5%,1.6,2%,0,115%[activator],-3%,6%,5,1%
CC(C)Oc1ccc(CNC(=O)C2CCN(C(=O)c3sccc3-n3cccc3)CC2)cc1,.,0.2,.,0,-15%,.,-2%,.,-1%
O=[N+]([O-])c1ccc(Oc2ccc(OCc3ccccc3)cc2)nc1,-2%,0.3,-1%,-5,122%[activator],0%,9%,10,-4%
CCCCc1c(O)c2ccccc2n(CCCC)c1=O,2%,-0.8,1%,-3,6%,-3%,2%,3,-4%
COC(=O)c1c(C(=O)OC)c(-c2ccc(OC)cc2)n2c1CCC2,10%,0.3,1%,-7,11%,-4%,20%,-6,-2%
CC(C)COc1nc2ccccc2nc1C(C#N)C(=O)NC1CCCCC1 (centres undefined),-14%,0.2,-5%,-6&0,0%&-19%,-2%,-27%,-12,-1%
CSc1ccccc1CNC(=O)C1(C)CCCN1CC(C)C (centres undefined),.,.,1%,1,-5%,0%,.,.,.
Cc1ccc(C(=O)NC(=S)Nc2ccc(S(=O)(=O)N3CCN(C)CC3)cc2)cc1,-1%,0.3,2%,-2,?,4%,-29%,-10,2%
CC(=O)c1cccc(NS(=O)(=O)c2ccc(C(=O)Nc3ccccc3)cc2)c1,1%,0.1,0%,-5,-20%,-1%,36%,4,-2%
COc1cccc(/C=N/Nc2nc3ccccc3n3cnnc23)c1,-4%,-0.4,-4%,-1,14%,-1%,-22%,9,-1%
CC(NC(=O)CCCN1C(=O)c2ccccc2C1=O)c1ccc2c(c1)CCCC2 (centres undefined),-6%,-0.3,-1%,-2,157%[activator],-3%,-4%,12,1%
Cc1nnc2n(c1=O)C(CS(=O)(=O)c1ccccc1)CS2 (centres undefined),3%,1.3,1%,-1,0%,-2%,-1%,0,1%
CCOC(=O)C1=C(C)NC(C)=C(C(=O)OCC)C1C(=O)OCC(=O)NCCc1ccc(S(N)(=O)=O)cc1,-13%,0.3,1%,-6,-20%,1%,18%,-8,4%
Cn1c(=O)c2c(nc(N3CCOCC3)n2Cc2cccc(Br)c2)n(C)c1=O,0%,-1.7,-2%,8&-3,0%&-10%,-2%,10%,.,-13%
CC(C)(C)c1ccc(C(=O)N2CCN(C(=O)c3cccs3)CC2)cc1,6%,.,0%,-2,0%,-2%,7%,.,0%
COc1ccc(CCC(=O)NCCS(=O)(=O)N2CCN(c3ccccc3OC)CC2)cc1,-6%,-1.6,-4%,-3,3%,-1%,2%,18,0%
C=CCOc1ccccc1CNn1c(C)n[nH]c1=S,-5%,.,-16%,-17,?,1%,.,.,.
CCOC(=O)N1CCN(C2CCCN(C(=O)c3ccccc3SC)C2)CC1 (centres undefined),0%,4.0,1%,-2,-5%,-1%,-17%[56.9 µM],5,-2%
CC(=O)Nc1ccc(S(=O)(=O)N2CCC(c3nc4c(nnn4Cc4ccccc4Cl)c(=O)[nH]3)CC2)cc1,-23%,-0.4,-1%,-9,?,-6%,-3%,-26,2%
Cc1cc(S(=O)(=O)N2CCN(C(=O)CCC(=O)N3CCOCC3)CC2)ccc1Br,6%,0.2,2%,-4,6%,-2%,9%[11.4 µM],-4,-10%
CCOc1ccc(CNS(=O)(=O)c2cc3c(cc2C)NC(=O)CO3)cc1,0%,1.7,4%,-5,-25%,-1%,24%,.,-1%
O=C(c1cc(-c2ccc(Cl)cc2)on1)N(Cc1cccc(F)c1)Cc1ccco1,3%,4.4,-6%,-2,-19%,-1%,-18%,.,-5%
CCN1CCN(c2ccc(S(=O)(=O)N3CCOCC3)cc2NC(=O)c2ccc(OCC(C)C)cc2)CC1,6%,.,1%,-5,83%[activator],-3%,4%,.,-9%
Cc1ccc(NC(=O)CCN2C(=O)c3ccccc3C2=O)c(C)c1,-3%,.,0%,-5,0%,-2%,11%,.,-27%
COC(=O)COc1ccc(S(=O)(=O)Nc2ccc(C(N)=O)cc2)cc1C,-1%,0.4,2%,-5,-7%,-4%,6%,-3,4%
CSc1nn(Cc2ccc(Cl)cc2)c(N(C(C)=O)C(C)=O)c1S(=O)(=O)c1ccccc1,-4%,1.0,-24%,-9,-10%,-4%,0%,.,-3%
O=C(Nc1ccc2c(c1)OCO2)C1CC(=O)N(c2ccc3c(c2)OCCO3)C1 (centres undefined),-15%,0.2,-1%,0,-1%,-2%,-11%,-3,-8%
O=C(NCc1ccccn1)NC12CC3CC(CC(C3)C1)C2,-1%,0.6,1%,-10,0%,1%,-37%,6,0%
COc1ccc(OC)c(S(=O)(=O)NCc2cccn2Cc2cccc(C)c2)c1,-3%,1.2,-8%,-1,?,6%,-25%,.,-1%
CCN1CCN(c2nc(C)nc3c2sc(=S)n3C)CC1,-7%,17,-3%,-7,11%[57.4 µM],-3%,?,-13,-1%
CCOc1ccc(S(=O)(=O)N2CCN(c3ccccn3)CC2)cc1,-23%,-4.2,2%,-5,0%,1%,2%,-14,6%
Cc1ccccc1/C=c1\s/c(=C\C(=O)C(C)(C)C)[nH]c1=O,0%,0.1,?,-1,0%,-3%,-6%,-5,-10%
COC(=O)C1=C(NC(=O)c2ccc(C)cc2)CCS1,-10%,0.5,1%,-1,24%,-3%,1%,-20,-2%
O=C(NCc1ccccc1F)C1CCCN1C(=O)Nc1ccccc1 (centres undefined),?,.,4%,-4,12%,-4%,-3%,.,-13%
COc1cc(C(=O)N2Cc3cc4ccccc4nc3C2C)cc(OC)c1OC (centres undefined),1%,.,-2%,1,-12%,-4%,.,.,.
CCC(=O)Nc1cccc2ccccc12,1%,-0.2,1%,-1,-2%,-3%,8%,12,-13%
O=C(C[n+]1ccc(C(=O)N/N=C/c2ccc(Br)cc2)cc1)c1ccccc1,0%,0.8,1%,3,-5%,-5%,?,18,.
O=C(COC(=O)CC1c2ccccc2CCN1S(=O)(=O)c1ccc(F)cc1)Nc1ccccc1 (centres undefined),3%,-0.4,0%,-1,-21%,-5%,-25%,1,7%
CNC(=O)COC(=O)/C=C/c1cn(-c2ccccc2)nc1-c1ccc2c(c1)OCCO2,-11%,0.8,1%,-8,1%,-4%,8%,26,-5%
CN(C)c1nc(NC(C)(C)C)nc(SCC(=O)Nc2ccccc2)n1,2%,1.5,-4%,-3,?,-3%,-2%,10,-1%

# Screening data from PubChem BioAssay.

# Only part of the results is shown; rates above refer to the full screens.
